# From PubChem
# Avidin fluor: green autofluorescence of compounds with avidin beads – biophysical, 488/530 nm, flow cytometry, artefact control, profiling panel; compound fluorescence 488/530 nm; stronger effect = higher value; fluorescence (KMESF) at 10 µM; hit rate 0.38% among 220,000; AID 1775, 2009; in the data active means fluorescence above about 47; further: inactives centre near 10
# HRas wt GTP: modulators of GTP binding to HRas wildtype, primary screen, biochemical, bead-based flow cytometry, multiplex | GTPase HRas (Homo sapiens), P01112 | GST-Ras wt beads, Bodipy-FL-GTP binding; actives lie on both sides | GTP binding activity, % at 10 µM | hit rate 0.14% among 190,000 | AID 759, 2007;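 active means GTP binding activity at least 20% away from the 100% baseline, either lowered as inhibitor or raised as activator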;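 further: 0% = unlabeled GTP competition control and 100% = no-compound control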
# Cdc42 wt: modulators of GTP binding to wildtype Cdc42, primary screen, biochemical, multiplex bead flow cytometry, Bodipy-GTP; GST-Cdc42 beads; actives lie on both sides; percent activity (GTP binding), % at 10 µM; AID 761, 2007; hit rate 0.2% among 190,000;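 active means percent activity GTP binding at least 20 points away from the 100% baseline, either down as inhibitor or up as activator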;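 further: median bead fluorescence of bound Bodipy-FL-GTP at 100 nM; 0% = excess unlabeled GTP control and 100% = no compound control; below 100% means less GTP binding so inhibitor and above means activator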
# Target sequence (P60953 whole entry, looked up): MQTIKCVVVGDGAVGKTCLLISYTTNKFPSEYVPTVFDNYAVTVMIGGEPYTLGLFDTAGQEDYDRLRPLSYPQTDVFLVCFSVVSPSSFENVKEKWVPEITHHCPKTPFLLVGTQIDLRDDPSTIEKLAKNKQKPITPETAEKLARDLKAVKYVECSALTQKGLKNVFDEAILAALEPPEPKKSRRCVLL
# ABCG2 block: ABCG2 efflux pump inhibitors, primary screen, multiplex with ABCB1, IgMXP3 cells, flow cytometry. Broad substrate specificity ATP-binding cassette transporter ABCG2 (Homo sapiens), Q9UNQ0. JC-1 efflux. inhibition, % at 6.6 µM. hit rate 0.1% among 190,000. AID 1325, 2008;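 active means inhibition above 80%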;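 further: 0% = DMSO and 100% = nicardipine control wells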
# Target sequence (Q9UNQ0 whole entry, looked up): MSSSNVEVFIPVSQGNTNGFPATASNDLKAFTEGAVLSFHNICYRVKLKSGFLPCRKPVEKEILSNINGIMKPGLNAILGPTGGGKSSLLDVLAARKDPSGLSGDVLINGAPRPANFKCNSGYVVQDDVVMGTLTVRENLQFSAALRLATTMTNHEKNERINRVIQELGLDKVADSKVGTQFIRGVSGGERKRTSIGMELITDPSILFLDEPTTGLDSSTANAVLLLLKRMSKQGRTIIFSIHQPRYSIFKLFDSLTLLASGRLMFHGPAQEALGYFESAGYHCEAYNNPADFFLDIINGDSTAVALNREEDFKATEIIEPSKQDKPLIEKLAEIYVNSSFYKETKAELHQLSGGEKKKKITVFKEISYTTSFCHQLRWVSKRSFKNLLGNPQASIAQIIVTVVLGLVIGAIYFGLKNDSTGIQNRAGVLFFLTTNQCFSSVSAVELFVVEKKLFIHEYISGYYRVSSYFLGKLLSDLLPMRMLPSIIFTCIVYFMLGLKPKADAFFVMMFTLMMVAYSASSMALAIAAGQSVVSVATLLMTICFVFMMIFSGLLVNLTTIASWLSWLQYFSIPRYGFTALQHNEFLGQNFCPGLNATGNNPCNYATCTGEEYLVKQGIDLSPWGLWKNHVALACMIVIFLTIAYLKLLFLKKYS
#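 Measure – % inhibition of efflux relative to nicardipine and DMSO · Test system – ABCG2 IgMXP3 and barcoded ABCB1 CCRF-Adr cell mix · Control set – nicardipine as high control, DMSO as low control · Compound – one concentration, 6.6 µM final · Signal – flow cytometry of retained JC-1 fluorescence · Timing – 10 min exposure at 25 °C with rotation, no wash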
# Rac1 act GTP bind: GTP binding modulators of activated mutant Rac1, primary screen, biochemical, bead-based flow cytometry, multiplex, fluorescent GTP; Ras-related C3 botulinum toxin substrate 1 (Homo sapiens), P63000; GST-Rac1 activated beads; actives lie on both sides; 100% means binding = to untreated wells; percent activity (GTP binding), % at 10 µM; hit rate 0.11% among 190,000;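 active means GTP binding at least 20 percentage points away from the 100% baseline, in either direction, so actives lie on both sides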
# Rac1 wt modul: wildtype Rac1 GTP binding modulators, primary screen, biochemical, GST-Rac1 beads, flow cytometry, multiplex; fluorescent GTP binding; actives lie on both sides; 0 = cold GTP competed, 100 = untreated; GTP binding activity (% of control), % at 10 µM; hit rate 0.27% among 190,000; AID 757, 2007;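 active means GTP binding activity at least 20 points away from the 100% control level, either lower or higher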
# Rab2A wt mod: modulators of GTP binding to Rab2A wildtype, primary screen, biochemical, dog, bead-based flow cytometry, multiplex; Ras-related protein Rab-2A (Canis lupus familiaris), P61105; GST-Rab2 wt beads, Bodipy-GTP binding; GTP binding activity, % at 10 µM; hit rate 0.19% among 190,000; AID 760, 2007;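 active means GTP binding activity at least 20 points away from 100%, either lowered or raised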;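 further: 0% = beads with excess unlabeled GTP and 100% = no-compound control corrected for plate trend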
# ABCB1 inh: ABCB1 efflux pump inhibitors, primary screen, cell-based, multiplex, flow cytometry, ABCG2 counter-screen; ATP-dependent translocase ABCB1 (Homo sapiens), P08183; hit rate 0.067% among 190,000; AID 1326, 2008; inhibition, % at 6.6 µM; CCRF-Adr cells, JC-1 efflux; in the data active means inhibition above about 40%;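 further: 0% = vehicle and 100% = reference inhibitor; higher value means more JC-1 retained so stronger ABCB1 efflux block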
# Rab7 wt modul: modulators of GTP binding to Rab7, primary screen, biochemical, wildtype, multiplex bead flow cytometry. AID 758, 2007. hit rate 0.055% among 190,000. Rab7 GTPase wild type (dog), Bodipy-FL-GTP binding. GST-Rab7 beads, fluorescent GTP binding; actives lie on both sides; untreated = 100%, excess cold GTP = 0%. GTP binding activity (percent of control), % at 10 µM;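 active means fluorescent GTP binding to Rab7 beads changed by at least 20 points from the 100% baseline, either direction, mostly lower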;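 further: median green fluorescence of bound Bodipy-FL-GTP per Rab7 bead population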
# Pf gamet viab: late stage P. falciparum gametocyte viability inhibitors, primary screen, ATP luminescence, HTS | P. falciparum stage V gametocytes, 24 h | inhibition, % at 10.9 µM | hit rate 0.065% among 150,000 | AID 743093, 2013;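 active means inhibition above the mean plus 3 SD of compounds within the control limits, set per campaign, cut at about 38% in these data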;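 further: 0% = DMSO wells and 100% = medium only without gametocytes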
# GSH fluor: compound fluorescence on glutathione beads, profiling panel, artefact control, biophysical, 488/530 nm, flow cytometry; GSH beads flow cytometry, compound fluorescence 488/530 nm; stronger effect = higher value; fluorescence (KMESF) at 10 µM; hit rate 0.25% among 190,000; AID 1776, 2009; in the data active means fluorescence above about 89;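 further: glutathione beads carrying GST-tagged Bcl family fusion proteins plus one bare bead set; values are compound well signal with DMSO vehicle wells as background; inactives centre near 16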
# An asterisk follows results filed as active; . = not tested or not shown. Random draw from the library; about 1.1% have a hit in one of these screens.
# Letter code: A = Avidin fluor; B = HRas wt GTP; C = Cdc42 wt; D = ABCG2 block; E = Rac1 act GTP bind; F = Rac1 wt modul; G = Rab2A wt mod; H = ABCB1 inh; I = Rab7 wt modul; J = Pf gamet viab; K = GSH fluor
structure: COc1ccc(NC2C=CS(=O)(=O)C2)cc1 (stereo not drawn)
  A: 13 | B: 100 | C: 98 | D: -3 | E: 100 | F: 103 | G: 101 | H: 0.0 | I: 102 | J: . | K: 28
structure: CCn1c(=O)c(-c2nc3ccccc3[nH]2)c(O)c2ccccc21
  A: 11 | B: 103 | C: 102 | D: 8 | E: 98 | F: 104 | G: 101 | H: 1.7 | I: 107 | J: . | K: 14
structure: O=C(Nc1cc(Cl)ccc1Oc1ccccc1)c1ccccc1F
  A: 6 | B: 98 | C: 104 | D: -1 | E: 98 | F: 102 | G: 99 | H: -0.6 | I: 99 | J: -28 | K: 15
structure: COc1cc(S(=O)(=O)n2cnc(C)c2)ccc1Cl
  A: 13 | B: 97 | C: 96 | D: 0 | E: 96 | F: 100 | G: 95 | H: 0.0 | I: 92 | J: -3 | K: 11
structure: Clc1ccc(Nc2nc3ccccc3n3nnnc23)cc1
  A: 12 | B: 98 | C: 100 | D: 0 | E: 97 | F: 99 | G: 97 | H: 0.0 | I: 95 | J: -1 | K: 4
structure: O=C(CN(c1ccc(Br)cc1)S(=O)(=O)c1ccc(Cl)c([N+](=O)[O-])c1)NCCc1ccccc1
  A: 10 | B: 94 | C: 95 | D: 34 | E: 95 | F: 97 | G: 96 | H: 2.5 | I: 104 | J: -5 | K: 9
structure: O=[N+]([O-])c1ccc(SCc2ccco2)cc1N1CCOCC1
  A: 8 | B: 98 | C: 98 | D: 2 | E: 95 | F: 96 | G: 100 | H: 0.2 | I: 103 | J: . | K: 17
structure: CCCc1cc(C(=O)NNC(=S)NCc2ccccc2)cs1
  A: 27 | B: 94 | C: 91 | D: 0 | E: 92 | F: 92 | G: 91 | H: -0.1 | I: 95 | J: 12 | K: 16
structure: Cc1ccc(S(=O)(=O)N2CCCCC2)cc1NC(=O)CCOc1ccccc1
  A: 6 | B: 100 | C: 100 | D: 7 | E: 99 | F: 101 | G: 97 | H: 0.6 | I: 99 | J: -46 | K: 11
structure: Cc1ccc(C(=O)c2cc([N+](=O)[O-])ccc2N2CCCCC2)cc1C
  A: 10 | B: 100 | C: 93 | D: -6 | E: 99 | F: 102 | G: 99 | H: -1.1 | I: 97 | J: . | K: 8
structure: Cc1ccccc1N=C1SC(CC(=O)Nc2ccc3ccccc3c2)C(=O)N1Cc1ccccn1 (stereo not drawn)
  A: 13 | B: 100 | C: 93 | D: 10 | E: 98 | F: 102 | G: 100 | H: 1.4 | I: 100 | J: -3 | K: 3
structure: CC1CCCN(CCOc2ccc3ccccc3c2Br)C1 (stereo not drawn)
  A: 5 | B: 100 | C: 97 | D: -1 | E: 97 | F: 105 | G: 100 | H: 0.8 | I: 105 | J: 8 | K: 23
structure: CCCOC1CCCN(C(=O)CCc2nnc(CCCCc3ccccc3)o2)C1 (stereo not drawn)
  A: 2 | B: 97 | C: 97 | D: 1 | E: 93 | F: 96 | G: 100 | H: 0.4 | I: 109 | J: 5 | K: 9
structure: Cc1ccc(S(=O)(=O)C2C(=O)N(C)C3(C)CC2c2ccccc2O3)cc1 (stereo not drawn)
  A: 15 | B: 98 | C: 102 | D: 0 | E: 98 | F: 104 | G: 100 | H: 0.3 | I: 99 | J: -8 | K: 20
structure: Cc1cccc(C)c1C(OCCN(C)C)C1CCCCC1 (stereo not drawn)
  A: 13 | B: 96 | C: 99 | D: 1 | E: 97 | F: 102 | G: 96 | H: 0.7 | I: 94 | J: -21 | K: 5
structure: CCCC(=O)Nc1ccc2c(c1)C(=O)NC2=O
  A: 9 | B: 100 | C: 101 | D: -2 | E: 100 | F: 99 | G: 99 | H: -2.1 | I: 100 | J: . | K: 19
structure: O=C(/C=C/c1c[nH]c2ccccc12)c1cccc2ccccc12
  A: 7 | B: 99 | C: 100 | D: 1 | E: 96 | F: 99 | G: 98 | H: 0.0 | I: 99 | J: -5 | K: 11
structure: C=CCNCCOc1c(C)cc(C)cc1Cl
  A: 4 | B: 99 | C: 100 | D: 2 | E: 102 | F: 104 | G: 95 | H: 0.7 | I: 100 | J: -11 | K: 6
structure: CCC(C)(C)NC(=O)CN(Cc1cccs1)C(=O)C(=O)Nc1ccc2c(c1)OCCO2
  A: 10 | B: 105 | C: 106 | D: 5 | E: 102 | F: 101 | G: 103 | H: 1.7 | I: 102 | J: . | K: 23
structure: Cc1ccc(N2C(=O)CC(C3CCCO3)C2=O)cc1 (stereo not drawn)
  A: . | B: 106 | C: 108 | D: 6 | E: 100 | F: 106 | G: 107 | H: 1.5 | I: 109 | J: . | K: 14
structure: CCN(C(=O)CN1CCN(Cc2ccccc2)CC1)c1c(N)n(Cc2ccccc2)c(=O)[nH]c1=O
  A: 9 | B: 95 | C: 94 | D: 0 | E: 96 | F: 100 | G: 96 | H: 0.1 | I: 99 | J: 8 | K: 17
structure: O=C(CSc1nnnn1C1CCCC1)NCc1cccs1
  A: 10 | B: 99 | C: 97 | D: 2 | E: 96 | F: 102 | G: 97 | H: 0.2 | I: 100 | J: -11 | K: 24
structure: c1ccc(-c2nnsc2-c2nc3ccccc3[nH]2)cc1
  A: 6 | B: 97 | C: 96 | D: 1 | E: 95 | F: 100 | G: 98 | H: 0.1 | I: 99 | J: -18 | K: 18

# Entries of single compounds from above. Values in the order: Avidin fluor, HRas wt GTP, Cdc42 wt, ABCG2 block, Rac1 act GTP bind, Rac1 wt modul, Rab2A wt mod, ABCB1 inh, Rab7 wt modul, Pf gamet viab, GSH fluor
# `Cc1ccc(S(=O)(=O)C2C(=O)N(C)C3(C)CC2c2ccccc2O3)cc1` (stereo not drawn) across the screens: 15, 98, 102, 0, 98, 104, 100, 0.3, 99, -8, 20
# `Cc1ccc(N2C(=O)CC(C3CCCO3)C2=O)cc1` (stereo not drawn) across the screens: ., 106, 108, 6, 100, 106, 107, 1.5, 109, ., 14

# 9 consecutive compounds out of the list so far:
# Letter code: A = Avidin fluor; B = HRas wt GTP; C = Cdc42 wt; D = ABCG2 block; E = Rac1 act GTP bind; F = Rac1 wt modul; G = Rab2A wt mod; H = ABCB1 inh; I = Rab7 wt modul; J = Pf gamet viab; K = GSH fluor
structure: Cc1cccc(C)c1C(OCCN(C)C)C1CCCCC1 (stereo not drawn)
  A: 13 | B: 96 | C: 99 | D: 1 | E: 97 | F: 102 | G: 96 | H: 0.7 | I: 94 | J: -21 | K: 5
structure: CCCC(=O)Nc1ccc2c(c1)C(=O)NC2=O
  A: 9 | B: 100 | C: 101 | D: -2 | E: 100 | F: 99 | G: 99 | H: -2.1 | I: 100 | J: . | K: 19
structure: O=C(/C=C/c1c[nH]c2ccccc12)c1cccc2ccccc12
  A: 7 | B: 99 | C: 100 | D: 1 | E: 96 | F: 99 | G: 98 | H: 0.0 | I: 99 | J: -5 | K: 11
structure: C=CCNCCOc1c(C)cc(C)cc1Cl
  A: 4 | B: 99 | C: 100 | D: 2 | E: 102 | F: 104 | G: 95 | H: 0.7 | I: 100 | J: -11 | K: 6
structure: CCC(C)(C)NC(=O)CN(Cc1cccs1)C(=O)C(=O)Nc1ccc2c(c1)OCCO2
  A: 10 | B: 105 | C: 106 | D: 5 | E: 102 | F: 101 | G: 103 | H: 1.7 | I: 102 | J: . | K: 23
structure: Cc1ccc(N2C(=O)CC(C3CCCO3)C2=O)cc1 (stereo not drawn)
  A: . | B: 106 | C: 108 | D: 6 | E: 100 | F: 106 | G: 107 | H: 1.5 | I: 109 | J: . | K: 14
structure: CCN(C(=O)CN1CCN(Cc2ccccc2)CC1)c1c(N)n(Cc2ccccc2)c(=O)[nH]c1=O
  A: 9 | B: 95 | C: 94 | D: 0 | E: 96 | F: 100 | G: 96 | H: 0.1 | I: 99 | J: 8 | K: 17
structure: O=C(CSc1nnnn1C1CCCC1)NCc1cccs1
  A: 10 | B: 99 | C: 97 | D: 2 | E: 96 | F: 102 | G: 97 | H: 0.2 | I: 100 | J: -11 | K: 24
structure: c1ccc(-c2nnsc2-c2nc3ccccc3[nH]2)cc1
  A: 6 | B: 97 | C: 96 | D: 1 | E: 95 | F: 100 | G: 98 | H: 0.1 | I: 99 | J: -18 | K: 18
